Assay outcomes from PubChem BioAssay.
12-LOX inh – ALOX12 (human) lipoxygenase inhibition | purified 12hLO, xylenol orange hydroperoxide absorbance | Potency, µM (highest dose often 108 µM), for inactives: at the top dose activity change, negative = inhibition, actives largely listed as inhibitors | hit rate 1.1% among 580,000; active = well fitted inhibition curve with a large enough effect; inconclusive = small, poorly fitted or top-dose-only effect, or another doubt; inactive = no such curve, though single readings can be large or run the other way
Target sequence (P18054 whole entry, looked up): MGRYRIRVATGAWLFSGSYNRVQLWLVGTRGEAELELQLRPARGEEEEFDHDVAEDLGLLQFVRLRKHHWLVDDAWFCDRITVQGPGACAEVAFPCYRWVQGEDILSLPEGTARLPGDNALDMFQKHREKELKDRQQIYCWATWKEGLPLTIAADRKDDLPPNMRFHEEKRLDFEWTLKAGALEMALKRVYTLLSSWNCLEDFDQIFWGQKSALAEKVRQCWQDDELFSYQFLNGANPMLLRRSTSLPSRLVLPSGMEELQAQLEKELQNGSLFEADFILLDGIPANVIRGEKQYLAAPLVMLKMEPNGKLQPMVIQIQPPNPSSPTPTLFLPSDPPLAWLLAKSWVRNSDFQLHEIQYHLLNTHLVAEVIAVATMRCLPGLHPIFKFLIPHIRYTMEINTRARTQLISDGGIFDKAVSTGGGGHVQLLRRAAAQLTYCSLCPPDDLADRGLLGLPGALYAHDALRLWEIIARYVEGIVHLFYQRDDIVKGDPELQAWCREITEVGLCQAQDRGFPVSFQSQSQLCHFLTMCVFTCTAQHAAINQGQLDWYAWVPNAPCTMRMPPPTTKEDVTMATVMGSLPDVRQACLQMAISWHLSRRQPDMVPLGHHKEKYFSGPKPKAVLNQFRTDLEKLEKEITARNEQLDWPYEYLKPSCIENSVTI
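Purified human 12hLO (150 nM final) in 25 mM Hepes, 0.01% Triton X-100, pH 7.0 was preincubated 15 min at room temperature with compound. Then 40 uM arachidonic acid was added, 30 min. Hydroperoxide was read by Fe-XO absorbance ratio 573/405 nm.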
Starred values were filed as active, the others as inactive; ? = inconclusive; [ ] = dose if it differs, or a comment. % is set by controls: 0 for no effect and ±100 for the full control effect; potency is the fitted concentration of half-maximal effect.

SMILES | 12-LOX inh
COc1ccccc1N1CCN(CC[C@H]2CN(C(=O)NC3CCCCC3)CC[C@H]2CC(=O)O)CC1 | 3%
N#Cc1nc(COc2ccc(-c3ccccc3)cc2)oc1NCCN1CCOCC1 | 4%
CN1CCC(CNC(=O)c2cc(-c3ccc(F)cc3)cc3ncn(C)c23)CC1=O (stereo not given) | 9%[176 µM]
C/C=C/c1ccc(OCC(=O)OCC(=O)c2ccc3c(c2)OCO3)c(OC)c1 | -42%
O=C1OC(C(=O)Nc2cccc3cccnc23)Cc2ccccc21 (stereo not given) | -27%
COc1ccc(S(=O)(=O)N2CCC(c3noc(-c4ccncc4)n3)C2)cc1 (stereo not given) | 39%[activator]
O=C(CN1C(=O)NC2(CCOCC2)C1=O)Nc1ccc2c(c1)OCO2 | -10%
CCC(=O)Nc1cccc(C(C)C)c1 | 10%
COC(=O)CCn1c(SC(C)C(=O)c2ccc(Br)cc2)nc2ccccc2c1=O (stereo not given) | -1%
CN(Cc1ccc2ccccc2c1)C(=O)CCc1ncc(-c2ccccc2F)o1 | -1%

A different layout for some results above.
| 12-LOX inh | Compound |
| --- | --- |
| 3% | COc1ccccc1N1CCN(CC[C@H]2CN(C(=O)NC3CCCCC3)CC[C@H]2CC(=O)O)CC1 |
| 4% | N#Cc1nc(COc2ccc(-c3ccccc3)cc2)oc1NCCN1CCOCC1 |
| 9%[176 µM] | CN1CCC(CNC(=O)c2cc(-c3ccc(F)cc3)cc3ncn(C)c23)CC1=O (stereo not given) |
| -42% | C/C=C/c1ccc(OCC(=O)OCC(=O)c2ccc3c(c2)OCO3)c(OC)c1 |

Next structures
SMILES | 12-LOX inh
CCc1ccc2oc(=O)cc(CN3CCN(C(=O)c4ccco4)CC3)c2c1 | -51%
CC(NC(=O)CSc1ccc2c(c1)OCCCO2)c1cccc2ccccc12 (stereo not given) | -24%
O=C1CN(C(=O)CCC[C@@H]2[C@H]3CCCN4CCC[C@@H](CN2Cc2ccccc2)[C@@H]34)CCN1 | 49%[activator]
Cc1ccc(C(NC(=O)CSc2nnnn2C2CCCCC2)c2cccs2)cc1 (stereo not given) | 1%
CC(NC(=O)c1cccc2cccnc12)C1CC1 (stereo not given) | -1%
CCN(CC)C(=O)c1ncn2c1C(=O)NC[C@H]2C | -9%
Cc1nc2cnc(N(C)C)nc2n(Cc2cccs2)c1=O | 0%
COc1ccc(-c2nc(C#N)c(N3CCN(C(=O)c4ccccc4OC)CC3)o2)cc1 | -28%
CCC(=O)N1N=C(c2ccccc2NS(=O)(=O)CC)CC1c1ccco1 (stereo not given) | -28%
O=C1CC(C(=O)Nc2ccc(F)cc2)n2nc(-c3ccc(Cl)cc3)cc2N1 (stereo not given) | ?

In another format: results already given.
Molecule,12-LOX inh
CN(Cc1ccc2ccccc2c1)C(=O)CCc1ncc(-c2ccccc2F)o1,-1%
O=C1CC(C(=O)Nc2ccc(F)cc2)n2nc(-c3ccc(Cl)cc3)cc2N1 (stereo not given),?
CC(NC(=O)CSc1ccc2c(c1)OCCCO2)c1cccc2ccccc12 (stereo not given),-24%

Next section:
SMILES | 12-LOX inh
COc1ccc(COc2ccc3c(=O)c(-c4ccccc4OC)coc3c2)cc1 | ?
COCCN1C(=O)CS(=O)(=O)C12CCN(C(=O)c1cc(F)cc(F)c1)CC2 | 18%
COc1ccccc1CNC(=O)c1cc2c(N3CCCC3)nc(C)cn2n1 | 9%
OC1(c2ccc3c(c2)CN(Cc2ccco2)CCO3)CCN(c2ccccc2F)CC1 | 15%
CN(CCc1ccccn1)[C@@H]1[C@H](O)[C@H](CO)O[C@@H]1CNC(=O)Nc1ccc(OC(F)(F)F)cc1 | ?
O=C(c1cc2ccccc2oc1=O)N1CCSC1c1ccc(Cl)cc1 (stereo not given) | ?
Cn1cccc1C(=O)N1CCCC(c2nc(-c3ccccc3)no2)CCNC(=O)CC1 (stereo not given) | -1%
O=S(=O)(NC1CCc2nnc(C3CC3)n2CC1)c1ccc2c(c1)OCCO2 (stereo not given) | 2%
CC(Oc1ccccc1C#N)C(=O)NC1CC1 (stereo not given) | -22%
CN1CCCN(C(=O)c2ccccc2F)c2ccccc21 | ?
O=C(Cn1cccc1-c1nc(-c2ccccc2)no1)NCc1ccccc1Cl | -2%
COc1cccc(-c2nc(CSCC(=O)NCc3ccc(C)cc3)c(C)o2)c1 | ?
C#CCNC(=O)[C@H]1O[C@H](CCN(C)CCN(C)C)CC[C@@H]1O | 19%[176 µM]
CCN(CC)CC(C)(C)NS(=O)(=O)c1ccccc1 | -23%
CCCCOc1ccc2c(=O)c(-c3cc(C(=O)OC)oc3C)c(C)oc2c1 | 45µM*
CC(C)Cn1c(SCC(=O)Nc2ccc(Cl)cn2)nc2ccccc21 | -2%
CN(CC(=O)N1c2ccccc2SCC1c1ccccc1)Cc1nc2ccccc2c(=O)[nH]1 (stereo not given) | 16%
CC(C)NC(=O)c1nc(C(C)(C)C)c2ccccn12 | 56%[activator][176 µM]
O=C(NC1C[C@H]2CC[C@@H](C1)N2C(=O)c1cccc(C(F)(F)F)c1)c1ccncc1 (stereo not given in full) | 34%
COc1ccccc1OCCNC(=O)C1CCCCC(=O)N1C (stereo not given) | 6%
COc1ccccc1OCCNC(=O)c1cc(=O)c2ccccc2o1 | -4%
O=C(Nc1ccc(Cl)c(C(F)(F)F)c1)C(Cl)c1ccccc1 (stereo not given) | ?
COC1CCOC2(CCN(C(=O)c3cccs3)CC2)C1 (stereo not given) | 23%
Cc1cc(C)n(-c2ccc(NC(=O)C3CCCCN3C(=O)c3ccc[n+]([O-])c3)cc2)n1 (stereo not given) | 15%
CCOc1ccc(CN(CCOC)C(=O)C2CC3(CCNCC3)CN2)cc1 (stereo not given) | 7%
NC(=O)c1cccc(CN(CC2CCOC2)C2CC2)c1 (stereo not given) | 1%
COCCOC1CCOC2(CCN(C(=O)c3ccc(OC)c(OC)c3)CC2)C1 (stereo not given) | 31%[activator]
Cc1cccc(OC(=O)c2cc3ccccc3oc2=O)c1 | 1%
c1ccc(-c2nc(C34CC5CC(CC(C5)C3)C4)cs2)cc1 | -12%
O=C(CC1=CCCCC1)N1CCC2(CC1)CC(O)CCO2 (stereo not given) | 32%[activator]

Structures above that contain an aryl thioether with sulfur outside any ring:
SMILES | 12-LOX inh
COC(=O)CCn1c(SC(C)C(=O)c2ccc(Br)cc2)nc2ccccc2c1=O (stereo not given) | -1%
CC(NC(=O)CSc1ccc2c(c1)OCCCO2)c1cccc2ccccc12 (stereo not given) | -24%
Cc1ccc(C(NC(=O)CSc2nnnn2C2CCCCC2)c2cccs2)cc1 (stereo not given) | 1%
CC(C)Cn1c(SCC(=O)Nc2ccc(Cl)cn2)nc2ccccc21 | -2%

Other entries.
SMILES | 12-LOX inh
N#C/C(=C/c1cccc(F)c1)c1ccc(Cl)cc1Cl | -7%
CCC[C@H]1[C@@H](NC(=O)Nc2ccc(C(C)C)cc2)CC[C@@]23CCCN2C(=O)CCC[C@@H]13 | 7%
CN(C)C(=O)c1ccc(-c2ccc3ncnc(N(C)C)c3c2)cc1 | ?
COc1ccccc1Nc1ncc2c(n1)CN(C(=O)c1cccc(N(C)C)c1)CCN2 | 3%[176 µM]
CCOCCCNC(=O)N1CC(c2nnc(-c3ccncc3)o2)C2(CCOCC2)C1 (stereo not given) | 22%
O=C(COC(=O)COc1ccc2ccccc2c1)Nc1ccccc1 | 0%
CCN(CC)S(=O)(=O)c1ccc(NC(=O)c2nc3nc(C)cc(C)n3n2)cc1 | -18%
CC(C)Cc1cc(C(=O)N2CC(OCc3ccc(F)cc3)C2)on1 | 43%[activator]
CC(O)CSc1nc2c(c(=O)n(C)c(=O)n2C)n1Cc1ccccc1Cl (stereo not given) | ?
COC(=O)c1cccc(OCC(O)CN(C)C(C)c2cccs2)c1 (stereo not given) | ?
CN1[C@@H](CCC(=O)N2CCC(O)CC2)CNC(=O)[C@@H]2[C@H]1CCN2Cc1nc2ccccc2n1C | 8%
Cn1c(C(=O)N2CCc3c(n(CCOc4ccccc4)n(-c4ccccc4)c3=O)C2)cc2ccccc21 | -11%
CC(=O)N1CCC(N2CC3CC(C2)[C@H]2CCCC(=O)N2C3)CC1 (stereo not given in full) | 7%
Cn1cnc(S(=O)(=O)N2CCc3nnc(C4CC4)n3CC2)c1 | 32%[activator]
CCCN(CC1COc2ccccc2O1)C(=O)CSc1nnnn1C1CCCC1 (stereo not given) | ?
COc1ccc(CN2CCC3(CC2)CC(=O)Nc2ccccc2O3)cc1 | 41%[activator]
O=C(COC(=O)c1ccccc1NC(=O)C1CC1)c1ccc2c(c1)OCCO2 | 5%
COc1ccccc1CNc1nc(-c2ccoc2)nc2ccccc12 | ?
Nc1ccc(CN2CCCC3(Cc4ccccc4CNC3=O)C2)cc1 (stereo not given) | ?
CC(C)[C@H](NC(=O)c1ccc(Cl)cc1Cl)C(=O)N1CCC[C@H]1C(=O)NCCc1ccccc1Cl | -10%
COc1ccc(CC(=O)N2C[C@@H](CO)[C@H](c3ccncc3)C2)cc1 | 0%
O=C(C[C@H]1NC(=O)c2ccccc2NC1=O)Nc1ccc(C(F)(F)F)cc1 | 3%
Cc1cc2c(c(=O)n1Cc1cccs1)C(c1cccs1)C(C#N)=C(N)O2 (stereo not given) | ?
CCc1cc(N2CCN(C)C3(CCC(=O)N(C)CC3)C2)nc(N(C)C)n1 (stereo not given) | 17%
CC(C)CCN(C)C1CCc2ccccc21 (stereo not given) | 13%[176 µM]
Cc1ccc(C(=O)c2ccccc2C(=O)OCCCc2ccccc2)cc1C | -14%
CC1CCN([C@@H]2[C@H](O)[C@H](CO)O[C@@H]2CNC(=O)Nc2ccccc2)CC1 | ?
CC(=O)N1CCCN(C(=O)c2cnc3c(c2)N(Cc2ccccc2)CCC3)CC1 | 3%[176 µM]
CCCC(C)c1nnc(NC(=O)Cc2ccc(OC)cc2OC)s1 (stereo not given) | -3%
Cc1cc(C(=O)N[C@@H]2CN(Cc3ccccc3)C[C@H]2CN(C)C)n(C)n1 | -7%

An excerpt of these results, with each value named:
COc1cccc(-c2nc(CSCC(=O)NCc3ccc(C)cc3)c(C)o2)c1
  12-LOX inh: ?

C#CCNC(=O)[C@H]1O[C@H](CCN(C)CCN(C)C)CC[C@@H]1O
  12-LOX inh: 19%[176 µM]

(listing goes on)
SMILES | 12-LOX inh
C#CCNC(=O)c1nc(-c2ccccc2)c2ccccn12 | 1%[176 µM]
CN1C(=O)[C@@H]2C[C@@H](O)CN2C2(CN(Cc3ccc(F)c(F)c3)C2)C1=O | -11%[176 µM]
CC(C)C1CN(C(=O)c2ncoc2C2CC2)CCCN1Cc1ccc(F)cc1 (stereo not given) | 72%[activator]
CCOc1ccccc1CN1CCCOCCNC(=O)[C@@H]2CCCC[C@@H]21 | 37%[activator]
COc1ccccc1CN1CCCC2(CCN(C(=O)c3c(C)noc3C)CC2)C1 | -1%[57.4 µM]
CSc1ccc(C(C)NC(=O)C=C(C)C)cc1 (stereo not given) | 2%
COc1ccc(Cl)cc1NC(=O)Cn1c(N2CCC(C)CC2)nc(C)cc1=O | 23%
CN(CC(=O)Nc1ccc(Cl)cc1)C(=O)c1ccc2c(c1)nnn2C | -5%
COc1ccccc1CN1CCC2(CC1)OC(=O)N(Cc1ccccc1F)C2(C)c1ccccc1 (stereo not given) | ?
Cc1cccc(C(=O)NCCc2ncc(C)n2C2CC2)c1 | 75%[activator]
CC(C)CN1CCN(C(=O)C2CCCN(S(=O)(=O)c3ccccc3)CCC(=O)NCC2)CC1 (stereo not given) | 43%[activator]
COCC(=O)N1CCN(Cc2nnc(C)o2)CC1 | 8%
CCc1nc2c(c(-c3ccc(OC)cc3)n1)CN([S+](=O)([O-])c1c(C)noc1C)CC2 | 2%[6.33 µM]
COc1cccc(CNC(=O)C2CCN(c3cc(C(F)(F)F)nc(C)n3)CC2)c1 | 11%
COC[C@@H]1[C@H](C(=O)NCCCc2ccccc2)CCC(=O)N1C | 52%[activator]
O=C1CCCCC(CNC(=O)c2cccnc2)N1 (stereo not given) | 48%[activator]
CC1(C)CN(Cc2cc(C#N)ccc2F)CCO1 | 2%
COc1ccccc1Nc1ncc2c(n1)CN(C(=O)COc1ccccc1)CCN2 | ?
CCOc1ccc(S(=O)(=O)N2CCCC2c2ccc(Cl)cc2)cc1 (stereo not given) | 3%
Oc1ccccc1CN1CCC(O)(c2csc(CN3CCc4ccccc4C3)n2)CC1 | 4%
O=C(NC1CCCCCCC1)C1CCCN(c2cn[nH]c(=O)c2)C1 (stereo not given) | 40%[activator]
Cc1ccn2cc(CNC(=O)Cc3cn(C)c4ccccc34)nc2c1 | 29%
CSc1cccc(NC(=O)Cn2nc3n(c2=O)CCCC3)c1 | 31%[activator]
COc1ccc(CNC(=O)N2CCC(C3CCN(S(C)(=O)=O)CC3)C2)cc1 (stereo not given) | 44%[activator]
COCC1CN(C)CC12CCN(C(=O)NC1CCCCC1)CC2 (stereo not given) | 50%[activator]
CC(=O)c1ccc(NC(=O)C2CC3CCCC(C2)C3=O)cc1 (stereo not given) | ?
Cc1ccc(N2CC(c3noc(-c4ccc5ccccc5n4)n3)CC2=O)cc1 (stereo not given) | 2%
Cc1nn(C)c(C)c1-c1ccnc(NCC2CC(=O)N(C3CCCC3)C2)n1 (stereo not given) | 80%[activator]

An excerpt. The share of hits here may be higher or lower than overall.
